Screening results deposited in PubChem by National Center for Advancing Translational Sciences (NCATS).
SMN2 splice enh: SMN2 splice variant enhancement; HEK293 SMN2-luciferase splicing reporter, luminescence, 30-36 h; Potency, µM (doses to about 46.1 µM), inactives show at the highest dose activity change, positive = activation, most hits filed as activators; actives 2.8% (n = 210,000); note: % of control where 0% means no effect; nearly all actives have a fitted effect of over 55% in size
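HEK293 cells carry an SMN2 minigene-luciferase reporter in which exon 7 inclusion puts luciferase in frame. Cells were seeded at 2000 cells/well, attached for 10-12 hours, then exposed to compounds for 30-36 hours at 37C before ONE-Glo luminescence.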
GAA inh: blocks human lysosomal alpha-glucosidase. Potency, µM (top dose mostly 76.9 µM), for inactives: top-dose activity change, negative = inhibition, actives largely listed as inhibitors. purified human GAA, 4-MU-alpha-glucoside fluorescence. actives 0.005% (n = 200,000). P10253;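 note: plate controls were uninhibited enzyme wells for no effect and no-enzyme background for full effect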
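Compounds are titrated up to 77 uM against 4 nM human enzyme. Substrate 4-methylumbelliferyl-alpha-D-pyranoside (400 uM) reacts 20 min at room temperature in pH 5.0 buffer; liberated 4-methylumbelliferone is read at 440 nm.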
aGlu spleen mod: inhibits or activates alpha-glucosidase in human spleen homogenate | Potency, µM (titrated, usually from 79.9 µM), inactives show at the top dose activity change, negative = inhibition, usual class: inhibitors | P10253 | actives 0.006% (n = 240,000) | AID 2112 | human spleen homogenate, 4-MU-alpha-glucoside fluorescence;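 note: 0% = enzyme with vehicle and -100% = no enzyme basal signal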
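Enzyme source: human spleen homogenate, 1 ug/well. Buffer 50 mM citric acid/K phosphate pH 5.0, 0.01% Tween-20. 4-MU-alpha-glucoside 1 mM; 37 C x 40 min; NaOH/glycine stop; fluorescence.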
ALDH1A1 block: inhibitors of human aldehyde dehydrogenase 1A1; Purified ALDH1A1, NADH fluorescence, propionaldehyde substrate; P00352; actives 7.3% (n = 220,000); AID 1030; Potency, µM (doses to about 75.3 µM), for the others: at the top dose activity, negative = inhibition, hits mostly inhibitors; active = well fitted inhibition curve with a large enough effect, not every such curve was filed as active; inconclusive = small, poorly fitted or top-dose-only effect, or another doubt; inactive = no such curve, though single readings can be large or run the other way;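 note: plate controls were no enzyme wells and a reference inhibitor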
Target sequence (P00352 whole entry, looked up): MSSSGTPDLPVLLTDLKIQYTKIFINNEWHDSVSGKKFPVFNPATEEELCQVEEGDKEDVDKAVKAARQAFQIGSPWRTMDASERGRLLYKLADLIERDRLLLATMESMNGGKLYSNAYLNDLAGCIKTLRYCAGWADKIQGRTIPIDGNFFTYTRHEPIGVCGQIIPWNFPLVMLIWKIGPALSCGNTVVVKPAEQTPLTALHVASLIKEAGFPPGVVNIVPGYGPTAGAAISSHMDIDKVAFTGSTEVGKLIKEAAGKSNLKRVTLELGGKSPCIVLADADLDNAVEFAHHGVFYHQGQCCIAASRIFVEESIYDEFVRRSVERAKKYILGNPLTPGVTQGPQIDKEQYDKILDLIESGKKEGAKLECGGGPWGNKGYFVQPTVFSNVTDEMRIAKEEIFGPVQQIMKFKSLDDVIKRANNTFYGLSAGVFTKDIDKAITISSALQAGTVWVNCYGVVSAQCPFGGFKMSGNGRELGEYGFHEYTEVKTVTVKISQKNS
GLA spleen mod: inhibitors or activators of human alpha-galactosidase in spleen homogenate; P06280; human spleen homogenate, 4MU-alpha-Gal fluorescence, 40 min; Potency, µM (titrated, usually from 80 µM), inactives show top-dose activity change, negative = inhibition, hits mostly inhibitors; actives 0.008% (n = 240,000); AID 2107;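 note: 0% = enzyme with vehicle and -100% = no enzyme basal signal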
Target sequence (P06280 32-429 limits assumed): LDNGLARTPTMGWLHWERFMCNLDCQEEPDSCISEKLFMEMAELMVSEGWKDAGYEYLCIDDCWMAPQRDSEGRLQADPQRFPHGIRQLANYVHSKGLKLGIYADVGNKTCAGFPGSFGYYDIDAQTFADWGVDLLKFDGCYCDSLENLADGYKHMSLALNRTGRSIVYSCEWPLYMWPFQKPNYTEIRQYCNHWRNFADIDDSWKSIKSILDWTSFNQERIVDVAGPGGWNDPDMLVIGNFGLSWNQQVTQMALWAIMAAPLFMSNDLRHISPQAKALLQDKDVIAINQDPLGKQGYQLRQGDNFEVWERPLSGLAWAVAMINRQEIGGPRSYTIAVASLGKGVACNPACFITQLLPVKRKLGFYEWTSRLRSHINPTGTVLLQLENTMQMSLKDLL
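Fluorogenic readout (Ex 365/Em 440 nm) of 4-methylumbelliferone released from 1 mM 4-MU-alpha-galactoside by spleen homogenate, 40 min at 37C, pH 5.0. Data normalized to no-enzyme and enzyme controls; Hill-equation AC50 from compound titrations.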
GAA glycogen: inhibitors or activators of human alpha-glucosidase glycogen cleavage; actives 0.38% (n = 300,000); AID 2100; recombinant GAA, glycogen substrate, Amplex Red glucose oxidase fluorescence; Potency, µM (top dose mostly 76.4 µM), inactives show at the highest dose activity change, negative = inhibition, hits mostly inhibitors; P10253;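 note: 0% = full enzyme reaction and -100% = no-enzyme basal signal; the screen sought inhibitors and activators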
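Natural-substrate format: glycogen cleavage by 4 nM human enzyme, glucose read by Amplex Red coupling (Ex 573, Em 610 nm). Normalized to enzyme and no-enzyme controls.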
GoLoco inh red: RGS12 GoLoco-Gai1 interaction inhibition | P63096 | Gai1:RGS12 GoLoco peptide FP, rhodamine, 10 min | Potency, µM (top dose mostly 61.6 µM), without a hit: top-dose activity, negative = inhibition, hits mostly inhibitors | actives 0.44% (n = 230,000); active = well fitted inhibition curve with a large enough effect, not every such curve was filed as active; inactive = no such curve, though single readings can be large or run the other way; note: % is set by controls: 0 for no effect and ±100 for the full control effect; nearly all actives have a fitted effect of over 30% in size; many of its hits are not listed in these tables
JMJD2E inh: blocks human JMJD2E demethylase activity; JMJD2E catalytic domain, FDH-coupled NADH fluorescence (FDH is formaldehyde dehydrogenase); actives 1.6% (n = 230,000); Potency, µM (top dose mostly 57.1 µM), for inactives: at the highest dose activity change, negative = inhibition, hits mostly inhibitors; active = well fitted inhibition curve with a large enough effect, not every such curve was filed as active; inconclusive = small, poorly fitted or top-dose-only effect, or another doubt; inactive = no such curve, though single readings can be large or run the other way;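 note: 0% = wells with enzyme and -100% = buffer wells without enzyme; nearly all actives have a fitted effect of over 50% in size; many of its hits are not listed in these tables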
Starred values were filed as active, the others as inactive; [ ] = dose if it differs, or a comment. Unless noted, calls come from the whole dose curve; as a rule, active = well fitted curve in the direction sought with a large enough effect; inconclusive = small, poorly fitted or top-dose-only effect, or another doubt; inactive = no such curve, though single readings can be large; an effect the other way counts as inactive or inconclusive. Potency is the fitted concentration of half-maximal effect.

For CN(C)/C=C/C(=O)c1ccc(Oc2ccccc2)cc1 the results were SMN2 splice enh 13µM*, GAA inh -1%, aGlu spleen mod -4%, ALDH1A1 block inconclusive, GLA spleen mod -7%, GAA glycogen -20%, GoLoco inh red 7% and JMJD2E inh -2%.
COc1ccc(/C=N/NC(=O)c2ccc(=O)[nH]n2)cc1OC was read as SMN2 splice enh 2%, GAA inh -3%, aGlu spleen mod -3%, ALDH1A1 block 9%, GLA spleen mod 0%, GAA glycogen 1%, GoLoco inh red 8% and JMJD2E inh -3%.
`COc1ccc(NC(=O)COC(=O)c2ccc([N+](=O)[O-])o2)cc1Cl` gave SMN2 splice enh 3%, GAA inh -6%, aGlu spleen mod -2%, ALDH1A1 block 22µM*, GLA spleen mod -5%, GAA glycogen 1%, GoLoco inh red 2% and JMJD2E inh 2%.
CC(=O)c1cnc(Nc2nc(C)c3cccc(C)c3n2)nc1C was read as SMN2 splice enh -2%, GAA inh inconclusive, aGlu spleen mod 5%, ALDH1A1 block 7%, GLA spleen mod 1%, GAA glycogen 8%, GoLoco inh red 4% and JMJD2E inh 2%.
C/C(=C\C(=O)c1ccc(Cl)cc1)NCc1ccc2c(c1)OCO2 was read as SMN2 splice enh -33%[inhibitor], GAA inh -4%, aGlu spleen mod 0%, ALDH1A1 block inconclusive, GLA spleen mod -3%, GAA glycogen 2%, GoLoco inh red -4% and JMJD2E inh inconclusive.
Screening COC(=O)c1ccccc1NC(=O)CSc1ncn[nH]1 returned aGlu spleen mod 2%, GLA spleen mod -2%, GAA glycogen -2%, GoLoco inh red -3% and JMJD2E inh 3%.
Screening c1ccc(-c2nnc(SCC3CCCO3)nc2-c2ccccc2)cc1 (stereo not given) returned GAA inh -10%[15.4 µM], aGlu spleen mod 0%, ALDH1A1 block 13µM*, GLA spleen mod 9%, GAA glycogen -4%, GoLoco inh red 11% and JMJD2E inh -2%.
Screening COc1ccc(CCNC(=O)c2ccc(Cl)cc2)cc1OC returned SMN2 splice enh 18%, GAA inh inconclusive, aGlu spleen mod -2%, ALDH1A1 block 2%, GLA spleen mod 6%, GAA glycogen -7%, GoLoco inh red 18% and JMJD2E inh -25%.
For COc1cc(NC(=O)CN2CCN(Cc3ccc4c(c3)OCO4)CC2)cc(OC)c1 the results were SMN2 splice enh -46%, GAA inh 3%, aGlu spleen mod 3%, ALDH1A1 block inconclusive, GLA spleen mod 9%, GAA glycogen -10%, GoLoco inh red -24% and JMJD2E inh inconclusive.
Screening CCOc1ccccc1NC(=O)c1ccc(S(=O)(=O)N(C)C)cc1 returned SMN2 splice enh -1%, GAA inh -7%, aGlu spleen mod -18%, ALDH1A1 block 14µM*, GLA spleen mod 3%, GAA glycogen inconclusive, GoLoco inh red -7% and JMJD2E inh -2%.
`Cc1cc(C)cc(-n2c(C)cc(/C=N\NC(=O)COc3cccc4cccnc34)c2C)c1` gave SMN2 splice enh 3%, GAA inh -4%, aGlu spleen mod -15%, ALDH1A1 block -5%, GLA spleen mod -4%, GAA glycogen -7%, GoLoco inh red 14% and JMJD2E inh inconclusive.
Screening CCCCc1ccc(NC(=O)CSC2=C(C#N)C(c3ccco3)C3=C(CCCC3=O)N2)cc1 (stereo not given) returned SMN2 splice enh -30%, GAA inh -9%, aGlu spleen mod -7%, ALDH1A1 block inconclusive, GLA spleen mod -10%, GAA glycogen -21%, GoLoco inh red 32%[activator] and JMJD2E inh inconclusive.
For COc1nc(N/N=C/c2ccc(-c3ccccc3[N+](=O)[O-])o2)nc(N2CCOCC2)n1 the results were SMN2 splice enh -10%, GAA inh -3%, aGlu spleen mod -1%, ALDH1A1 block 8.9µM*, GLA spleen mod -1%, GAA glycogen -22%, GoLoco inh red 5% and JMJD2E inh 6%.
Screening OCC1(Cc2cccc(Cl)c2)CCCN(Cc2cnn(-c3ccccc3)c2)C1 (stereo not given) returned GAA inh -3%, aGlu spleen mod -2%, ALDH1A1 block -12%, GLA spleen mod -12%, GAA glycogen 16%, GoLoco inh red 6% and JMJD2E inh -1%.
Screening O=C(O)CC(NC(=O)C12CC3CC(CC(C3)C1)C2)c1ccc2c(c1)OCO2 (stereo not given) returned GAA inh 3%, aGlu spleen mod -3%, ALDH1A1 block 6%, GLA spleen mod -3%, GAA glycogen 6%, GoLoco inh red -6% and JMJD2E inh 5%.
Cc1ccc(/C=C2\SC(=S)N(C3CCS(=O)(=O)C3)C2=O)o1 (stereo not given) was read as SMN2 splice enh 2%, GAA inh 2%, aGlu spleen mod 4%, ALDH1A1 block inconclusive, GLA spleen mod -3%, GAA glycogen -9%, GoLoco inh red 100%[activator] and JMJD2E inh -29%.
Screening CCCCCCCn1c(C)nnc1-c1cnn(C)c1N returned SMN2 splice enh -10%, GAA inh -6%, aGlu spleen mod 1%, ALDH1A1 block 1%, GLA spleen mod 0%, GAA glycogen -13%, GoLoco inh red -7% and JMJD2E inh 3%.
Cc1ccc(-n2cc(C(=O)O)c(=O)cc2C)c(C)c1 was read as SMN2 splice enh 9%, GAA inh -3%, aGlu spleen mod 8%, ALDH1A1 block -11%, GLA spleen mod 9%, GAA glycogen 10%, GoLoco inh red -9% and JMJD2E inh -15%.
For O=S(=O)(CCc1ccccc1)c1nnnn1C1CCCCC1 the results were SMN2 splice enh 15%, aGlu spleen mod -1%, ALDH1A1 block -13%, GLA spleen mod 4%, GoLoco inh red -1% and JMJD2E inh -3%.
`COc1ccc(C[C@H]2CN3C(=NC[C@@H]3Cc3ccc(O)cc3)N2CCNC(=O)c2ccc(C)c(Br)c2)cc1` gave aGlu spleen mod 0%, ALDH1A1 block -11%, GLA spleen mod 0%, GAA glycogen 8%, GoLoco inh red 1% and JMJD2E inh -6%.

Looked up by compound from the list above, two records:
C/C(=C\C(=O)c1ccc(Cl)cc1)NCc1ccc2c(c1)OCO2 was read as SMN2 splice enh -33%[inhibitor], GAA inh -4%, aGlu spleen mod 0%, ALDH1A1 block inconclusive, GLA spleen mod -3%, GAA glycogen 2%, GoLoco inh red -4% and JMJD2E inh inconclusive.
For O=S(=O)(CCc1ccccc1)c1nnnn1C1CCCCC1 the results were SMN2 splice enh 15%, aGlu spleen mod -1%, ALDH1A1 block -13%, GLA spleen mod 4%, GoLoco inh red -1% and JMJD2E inh -3%.

Additional compounds follow:
Screening CC12/C(=N/O)C3C4CC5C3/C(=N/O)C1C5C42 (stereo not given) returned SMN2 splice enh 24%, GAA inh -2%, aGlu spleen mod -7%, ALDH1A1 block 14%, GLA spleen mod 0%, GAA glycogen -16%, GoLoco inh red -4% and JMJD2E inh -1%.
`CCCc1nnc(NC(=O)Cn2c(=O)oc3ccccc32)s1` gave SMN2 splice enh -1%, GAA inh -8%, aGlu spleen mod 6%, ALDH1A1 block 10µM*, GLA spleen mod 9%, GAA glycogen -27%, GoLoco inh red -3% and JMJD2E inh -3%.
CN(C)NC1CCS(=O)(=O)C1 (stereo not given) was read as SMN2 splice enh 1%, GAA inh -7%, aGlu spleen mod -1%, ALDH1A1 block inconclusive, GLA spleen mod 5%, GAA glycogen 3%, GoLoco inh red -23% and JMJD2E inh -2%.
Screening Cc1ccc(C)c2[nH]c(=O)c(CCNC(=O)c3ccco3)cc12 returned SMN2 splice enh -52%, GAA inh -3%, aGlu spleen mod 2%, ALDH1A1 block inconclusive, GLA spleen mod 1%, GAA glycogen -6%, GoLoco inh red -7% and JMJD2E inh inconclusive.
For COc1cc(OC)cc(C(=O)NCCC(=O)NCCc2ccc(OC)c(OC)c2)c1 the results were SMN2 splice enh 0%, GAA inh -1%, aGlu spleen mod 1%, ALDH1A1 block 0%, GLA spleen mod -6%, GAA glycogen 1%, GoLoco inh red -9% and JMJD2E inh 4%.
C=CCn1c(N)c(C(=O)Nc2cccc(C)c2)c2nc3ccccc3nc21 was read as SMN2 splice enh 12%, GAA inh 6%, aGlu spleen mod -8%, ALDH1A1 block inconclusive, GLA spleen mod 3%, GAA glycogen -17%, GoLoco inh red 7% and JMJD2E inh inconclusive.
For CS(=O)(=O)N1CCC2(CCN(c3ccncc3)CC2)CC1 the results were SMN2 splice enh -26%, aGlu spleen mod -10%, ALDH1A1 block 6%, GLA spleen mod -9% and GoLoco inh red 1%.
Screening COc1cc(C)c(C#N)c(OC)n1 returned SMN2 splice enh -8%, GAA inh -4%, aGlu spleen mod -4%, ALDH1A1 block -2%, GLA spleen mod -1%, GAA glycogen -7%, GoLoco inh red 7% and JMJD2E inh 6%.
`CCN(Cc1ccccc1)C(=O)CSc1nc(C)cc(C)c1C#N` gave SMN2 splice enh -10%, GAA inh inconclusive, aGlu spleen mod -9%, ALDH1A1 block -3%, GLA spleen mod -4%, GAA glycogen 7%, GoLoco inh red -6% and JMJD2E inh 4%.
`CCOC(=O)N1CCN(C(=O)COc2ccc(Cl)cc2C)CC1` gave SMN2 splice enh inconclusive, GAA inh -1%, aGlu spleen mod -6%, ALDH1A1 block 13%, GLA spleen mod 4%, GAA glycogen 0%, GoLoco inh red 2% and JMJD2E inh 5%.
Screening CCn1c(Cc2cccs2)nnc1SCC(=O)c1ccc(C)cc1 returned SMN2 splice enh -22%, GAA inh -4%, aGlu spleen mod 0%, ALDH1A1 block 22µM*, GLA spleen mod 6%, GAA glycogen 4%, GoLoco inh red -1% and JMJD2E inh 3%.

Among those listed so far, 3 contain an NH in an aromatic ring.
COc1ccc(/C=N/NC(=O)c2ccc(=O)[nH]n2)cc1OC was read as SMN2 splice enh 2%, GAA inh -3%, aGlu spleen mod -3%, ALDH1A1 block 9%, GLA spleen mod 0%, GAA glycogen 1%, GoLoco inh red 8% and JMJD2E inh -3%.
Screening COC(=O)c1ccccc1NC(=O)CSc1ncn[nH]1 returned aGlu spleen mod 2%, GLA spleen mod -2%, GAA glycogen -2%, GoLoco inh red -3% and JMJD2E inh 3%.
Screening Cc1ccc(C)c2[nH]c(=O)c(CCNC(=O)c3ccco3)cc12 returned SMN2 splice enh -52%, GAA inh -3%, aGlu spleen mod 2%, ALDH1A1 block inconclusive, GLA spleen mod 1%, GAA glycogen -6%, GoLoco inh red -7% and JMJD2E inh inconclusive.

A portion of the library (hit frequency here may not be typical).
